Screening results from PubChem.
tuberculosis growth: growth inhibition of non-replicating M. tuberculosis (AID 488890) | inhibition, % at 25 µM; hits with a dose series show IC50 in µM | 320,000 tested, 0.39% active | Mycobacterium tuberculosis non-replicating, growth inhibition; higher % means a stronger effect; in the data active means a potency from the dose series; inconclusive means inhibition mostly from about 82% at the one dose, without a potency; inactive means the rest, 99 in 100 with inhibition below about 76%;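 further: plate controls were DMSO cells for no effect and high antibiotic wells for full effect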
VEEV TC-83 Vero: inhibitors of VEEV TC-83 cytopathic effect, confirmation, Vero cells (AID 588727); 350,000 tested, 0.13% active; Vero cells, VEEV TC-83 cytopathic effect inhibition; higher % means a stronger effect; inhibition, % at 20 µM; hits with a dose series show IC50 in µM; in the data active means a potency from the dose series; inconclusive means inhibition mostly from about 14% at the one dose, without a potency; inactive means the rest, 99 in 100 with inhibition below about 12%; further: strong numbers were not always called active
H37Rv inhibition: M. tuberculosis growth inhibition, HTS (AID 449762); M. tuberculosis H37Rv growth inhibition, 7H9 media; higher % means a stronger effect; one-dose inhibition, % at 25 µM; IC50 in µM for titrated hits; 330,000 tested, 0.59% active; in the data active means a potency from the dose series; inconclusive means inhibition above about 70% without an active follow-up result;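 further: bacterial growth assessed after seven days of incubation; strong numbers were not always called active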
influenza NS1A: NS1A inhibition, H1N1 influenza, cell based functional assay (AID 504329) | NS1A functional cell-based assay, percent inhibition; higher % means a stronger effect | one-dose inhibition, % at 12.5 µM; IC50 in µM for titrated hits | 340,000 tested, 0.3% active; in the data active means a potency from the dose series; inconclusive means inhibition above about 27% without an active follow-up result; further: strong numbers were not always called active
Salmonella PhoP GFP: PhoP regulon inhibitors, Salmonella typhi PhoP promoter GFP reporter, confirmatory (AID 1850); Salmonella Typhi PhoP-promoter GFP reporter, fluorescence, 4 h; higher % means a stronger effect; inhibition, % at 50 µM; hits with a dose series show IC50 in µM; 310,000 tested, 0.33% active; in the data active means a potency from the dose series; inconclusive means inhibition mostly from about 25% at the one dose, without a potency; inactive means the rest, 99 in 100 with inhibition below about 19%;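 further: 0% = induced wells with vehicle and 100% = uninduced wells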
VEEV TC-83 Vero 10K pilot screen: recorded beside VEEV TC-83 Vero, whose call it bears; inhibition, %; measured here: 10K pilot screen inhibition
* hit, by the source's call. Compounds were not picked by outcome; any-hit rate near 1.4%.

Nc1c(N(CCO)C(=O)c2ccccc2OCc2ccccc2Cl)c(=O)[nH]c(=O)n1Cc1ccccc1 was read as VEEV TC-83 Vero 8.3% and influenza NS1A -2%.
For Cc1ccc(OC(C)C(=O)Nc2ccccc2C(=O)N2CCOCC2)cc1 (configuration not stated) the results were tuberculosis growth -10%, VEEV TC-83 Vero 6.0%, H37Rv inhibition 0%, influenza NS1A -12% and Salmonella PhoP GFP 0%.
Screening C(=N\Nc1nc2ccccc2[nH]1)/c1ccc2c(c1)OCO2 returned VEEV TC-83 Vero 8.7% and influenza NS1A -4%.
For COC(=O)c1ccc(CSc2nnc(NC(=O)C3CCCO3)s2)cc1 (configuration not stated) the results were tuberculosis growth 52%, VEEV TC-83 Vero 3.3%, H37Rv inhibition 1%, influenza NS1A 1% and Salmonella PhoP GFP -10%.
For O=C(N/N=C\c1c(O)ccc2ccccc12)c1ccc(Cn2cccn2)o1 the results were VEEV TC-83 Vero inconclusive, H37Rv inhibition 2%, influenza NS1A 5% and Salmonella PhoP GFP -3%.
For Cc1ccc(C2=[N+]([O-])C(C)(C)N(O)C2(C)C)cc1 the results were tuberculosis growth -9%, VEEV TC-83 Vero inactive, H37Rv inhibition 8%, influenza NS1A -4% and Salmonella PhoP GFP -4%.
Screening CC1=Nc2ccc(C)cc2/C1=C/c1c(N)n2nc(CC(=O)N3CCOCC3)sc2nc1=O returned tuberculosis growth 13%, VEEV TC-83 Vero 2.4%, H37Rv inhibition 2%, influenza NS1A -1% and Salmonella PhoP GFP -19%.
O=C(O)c1cccc(S(=O)(=O)Nc2ccc(O)c(Sc3nc4ccccc4s3)c2)c1 was read as tuberculosis growth -16%, VEEV TC-83 Vero inactive, H37Rv inhibition -2%, influenza NS1A -1% and Salmonella PhoP GFP 7%.
Screening O=C(NCCCN1CCCC1=O)C(=O)NCC1OCCN1S(=O)(=O)c1ccc(Cl)cc1 (configuration not stated) returned tuberculosis growth -5%, VEEV TC-83 Vero 1.1%, H37Rv inhibition -15%, influenza NS1A 19% and Salmonella PhoP GFP -3%.
Screening COc1ccc(C2=NOC(C)(c3nnc(-c4ccccc4)o3)C2)cc1 (configuration not stated) returned tuberculosis growth 44%, VEEV TC-83 Vero 1.0%, H37Rv inhibition -2%, influenza NS1A 18% and Salmonella PhoP GFP -19%.
Screening CC(=O)Nc1ccc(Sc2ccccc2C(=O)N2CCCC2)cn1 returned tuberculosis growth -3%, VEEV TC-83 Vero inactive, H37Rv inhibition -6%, influenza NS1A 1% and Salmonella PhoP GFP 7%.
Screening Cc1ccc(CN(CC(=O)NC(C)(C)C)C(=O)CNC(=O)c2cccs2)cc1 returned tuberculosis growth -7%, VEEV TC-83 Vero 7.5%, H37Rv inhibition -7%, influenza NS1A -3% and Salmonella PhoP GFP 8%.
`O=C(CN1CCN(S(=O)(=O)c2ccccc2F)CC1)N1CCc2ccccc2C1` gave tuberculosis growth 11%, VEEV TC-83 Vero 0.9%, H37Rv inhibition -6% and influenza NS1A -14%.
COc1cc(CC(=O)OCC(=O)N2CCN(C(=O)c3ccco3)CC2)cc(OC)c1OC was read as tuberculosis growth 4%, VEEV TC-83 Vero 0.5%, H37Rv inhibition 1% and influenza NS1A -1%.
`CC(C)(C)NC(=O)COc1ccc(CNCc2ccccn2)cc1` gave tuberculosis growth -10%, VEEV TC-83 Vero inactive, H37Rv inhibition -4%, influenza NS1A 8% and Salmonella PhoP GFP 0%.
Screening CC(C)CN(C(=O)Cn1c(C(F)(F)F)nc2ccccc21)c1c(N)n(Cc2ccccc2)c(=O)[nH]c1=O returned VEEV TC-83 Vero 1.2% and influenza NS1A -6%.
For COc1ccc(N/N=C(\C#N)C(N)=O)cc1 the results were tuberculosis growth 22%, VEEV TC-83 Vero 1.2%, H37Rv inhibition 2%, influenza NS1A -2% and Salmonella PhoP GFP -8%.
`COc1ccccc1OCC(=O)NNC(=O)C1CCN(c2ncnc3sc(C)c(C)c23)CC1` gave tuberculosis growth -9%, VEEV TC-83 Vero 6.8%, H37Rv inhibition -7% and influenza NS1A -1%.
`COc1ccc(N(CC(=O)Nc2cc(Cl)ccc2C)S(=O)(=O)c2c(C)noc2C)cc1` gave tuberculosis growth -6%, VEEV TC-83 Vero 8.3%, H37Rv inhibition 2%, influenza NS1A 1% and Salmonella PhoP GFP -3%.
`COc1ccc(-c2nn(-c3ccccc3)cc2/C=N/NC(N)=S)cc1OC` gave tuberculosis growth 8%, VEEV TC-83 Vero 8.2%, H37Rv inhibition 4%, influenza NS1A 6% and Salmonella PhoP GFP -8%.

Nothing new here: 6 of the compounds above.
`CC(C)(C)NC(=O)COc1ccc(CNCc2ccccn2)cc1` gave tuberculosis growth -10%, VEEV TC-83 Vero inactive, H37Rv inhibition -4%, influenza NS1A 8% and Salmonella PhoP GFP 0%.
Screening CC(C)CN(C(=O)Cn1c(C(F)(F)F)nc2ccccc21)c1c(N)n(Cc2ccccc2)c(=O)[nH]c1=O returned VEEV TC-83 Vero 1.2% and influenza NS1A -6%.
For COc1ccc(N/N=C(\C#N)C(N)=O)cc1 the results were tuberculosis growth 22%, VEEV TC-83 Vero 1.2%, H37Rv inhibition 2%, influenza NS1A -2% and Salmonella PhoP GFP -8%.
`COc1ccccc1OCC(=O)NNC(=O)C1CCN(c2ncnc3sc(C)c(C)c23)CC1` gave tuberculosis growth -9%, VEEV TC-83 Vero 6.8%, H37Rv inhibition -7% and influenza NS1A -1%.
`COc1ccc(N(CC(=O)Nc2cc(Cl)ccc2C)S(=O)(=O)c2c(C)noc2C)cc1` gave tuberculosis growth -6%, VEEV TC-83 Vero 8.3%, H37Rv inhibition 2%, influenza NS1A 1% and Salmonella PhoP GFP -3%.
`COc1ccc(-c2nn(-c3ccccc3)cc2/C=N/NC(N)=S)cc1OC` gave tuberculosis growth 8%, VEEV TC-83 Vero 8.2%, H37Rv inhibition 4%, influenza NS1A 6% and Salmonella PhoP GFP -8%.

The listing continues:
O=C(COC(=O)c1cccs1)NC12CC3CC(CC(C3)C1)C2 was read as tuberculosis growth inconclusive, VEEV TC-83 Vero inactive, H37Rv inhibition 54%, influenza NS1A 4% and Salmonella PhoP GFP -3%.
`CCN(CC)C(=O)Cn1cc(C(=O)C(=O)N2CCN(C)CC2)c2ccccc21` gave tuberculosis growth -6%, VEEV TC-83 Vero 1.8%, H37Rv inhibition -9%, influenza NS1A 1% and Salmonella PhoP GFP -5%.
Screening COc1ccccc1C(=O)NCCC(=O)NC(C)c1ccc(-n2ccnc2)cc1 (configuration not stated) returned tuberculosis growth 4%, VEEV TC-83 Vero 0.1%, H37Rv inhibition 6%, influenza NS1A -3% and Salmonella PhoP GFP 4%.
For CCSc1ncc(Cl)c(C(=O)Nc2ccc(S(=O)(=O)Nc3ncccn3)cc2)n1 the results were tuberculosis growth 8%, VEEV TC-83 Vero 0.4%, H37Rv inhibition 3%, influenza NS1A -5% and Salmonella PhoP GFP 12%.
Screening CCc1ccc2c(CSc3nnnn3C)cc(=O)oc2c1 returned tuberculosis growth -2%, VEEV TC-83 Vero 1.0%, H37Rv inhibition -3%, influenza NS1A -17% and Salmonella PhoP GFP 1%.
`CCCCCC(=O)c1ccc(O)cc1O` gave VEEV TC-83 Vero 0.3%, H37Rv inhibition inconclusive, influenza NS1A 11% and Salmonella PhoP GFP -2%.
Screening CCCCN(C(=O)c1ccc(N2CCCC2=O)cc1)c1c(N)n(Cc2ccccc2)c(=O)[nH]c1=O returned tuberculosis growth 7%, VEEV TC-83 Vero 3.4%, H37Rv inhibition -1%, influenza NS1A -3% and Salmonella PhoP GFP 3%.
`Cc1cc(C)c(C#N)c(SCc2ccc(C(=O)O)cc2)n1` gave tuberculosis growth -13%, VEEV TC-83 Vero 0.5%, H37Rv inhibition -4%, influenza NS1A -2% and Salmonella PhoP GFP 2%.
For O=S(=O)(Nc1cccc(Oc2cnccn2)c1)c1ccc(F)cc1 the results were tuberculosis growth -13%, VEEV TC-83 Vero 0.8%, H37Rv inhibition -5%, influenza NS1A 6% and Salmonella PhoP GFP 10%.
Screening O=C(CCN1C(=O)c2cccc3cccc(c23)C1=O)NCC1CCCO1 (configuration not stated) returned tuberculosis growth 3%, VEEV TC-83 Vero 1.3%, H37Rv inhibition -3%, influenza NS1A 3% and Salmonella PhoP GFP -1%.
O=C(CCCCn1c(=S)[nH]c2ccsc2c1=O)NCc1ccc2c(c1)OCO2 was read as tuberculosis growth 8%, VEEV TC-83 Vero 8.1%, H37Rv inhibition 2%, influenza NS1A -2% and Salmonella PhoP GFP 5%.
Screening COCc1cc(C)nc(Nc2ccc(C)c(C)c2)c1C#N returned tuberculosis growth 14%, VEEV TC-83 Vero 0.3%, H37Rv inhibition 6%, influenza NS1A -9% and Salmonella PhoP GFP 14%.
Screening COC(=O)c1cc(OC)c(OC)cc1NC(=S)N1CCCC(CO)C1 (configuration not stated) returned tuberculosis growth 10%, VEEV TC-83 Vero 3.8%, H37Rv inhibition -1%, influenza NS1A -1% and Salmonella PhoP GFP -14%.
CC(=O)c1ccc(-c2ccc(C(=O)N3CCC(C(N)=O)CC3)o2)cc1 was read as tuberculosis growth -6%, VEEV TC-83 Vero 1.0%, H37Rv inhibition -5%, influenza NS1A 3% and Salmonella PhoP GFP -3%.
COc1ccc(C2Nc3ccc4ccccc4c3-c3c2c(=O)oc2ccccc32)cc1 (configuration not stated) was read as tuberculosis growth 13%, VEEV TC-83 Vero inactive, H37Rv inhibition 9%, influenza NS1A -18% and Salmonella PhoP GFP 5%.
Screening Cn1nc(-c2ccccc2)c(-c2nc(-c3cccc(Cl)c3)no2)c1Cl returned tuberculosis growth -6%, VEEV TC-83 Vero inactive, H37Rv inhibition -3%, influenza NS1A 1% and Salmonella PhoP GFP 3%.
COc1ccc(COC(=O)N/N=C(\C)CC(=O)NCc2ccc(Cl)cc2)cc1 was read as tuberculosis growth 7%, VEEV TC-83 Vero 6.2%, H37Rv inhibition 1%, influenza NS1A 2% and Salmonella PhoP GFP -4%.
For Cc1ccc(NC(=O)c2cc(N(C)C)ccc2[P+](=O)O)cc1 the results were tuberculosis growth -4%, VEEV TC-83 Vero 0.3%, H37Rv inhibition -6%, influenza NS1A -8% and Salmonella PhoP GFP -4%.
CCOc1ccccc1-c1nc2c([nH]1)c(=O)n(C)c(=O)n2C was read as tuberculosis growth -1%, VEEV TC-83 Vero 7.1%, H37Rv inhibition 3%, influenza NS1A 4%, Salmonella PhoP GFP -7% and VEEV TC-83 Vero 10K pilot screen 6.7.
For COc1cc(NC(=O)C2CC(c3cccc(OC)c3OC)=NO2)cc(OC)c1OC (configuration not stated) the results were tuberculosis growth 17%, VEEV TC-83 Vero 8.1%, H37Rv inhibition -5%, influenza NS1A -2% and Salmonella PhoP GFP 0%.
For CC(=O)c1ccc(NC(=O)COC(=O)c2ccc(F)cc2F)cc1 the results were tuberculosis growth 45%, VEEV TC-83 Vero 0.7%, H37Rv inhibition 6%, influenza NS1A -7% and Salmonella PhoP GFP 7%.
CCCCN(CC)CCCNC(=O)c1cc2cc3ccc(OC)cc3nc2o1 was read as tuberculosis growth 0%, VEEV TC-83 Vero 9.0%, H37Rv inhibition -8%, influenza NS1A 4% and Salmonella PhoP GFP 1%.
O=C(NC1CC1)C1CCN(C2CCN(C(=O)/C=C/c3cccs3)CC2)CC1 was read as tuberculosis growth 13%, VEEV TC-83 Vero inactive, H37Rv inhibition -6%, influenza NS1A -11% and Salmonella PhoP GFP -12%.
For O=C(CSc1n[nH]c(=O)[nH]c1=O)c1ccccc1 the results were tuberculosis growth 16%, VEEV TC-83 Vero 0.7%, H37Rv inhibition 52%, influenza NS1A -3% and Salmonella PhoP GFP -12%.
`CCOC(=O)C1C(c2ccc(O)c(O)c2)NC(=S)NC1(O)C(F)(F)F` (configuration not stated) gave tuberculosis growth -1%, VEEV TC-83 Vero 0.2%, H37Rv inhibition 12%, influenza NS1A 2% and Salmonella PhoP GFP -5%.
For CCOc1cc(CNc2ccc(N(C)C)cc2)cc(Br)c1OCC(=O)NC(C)(C)C the results were tuberculosis growth 58%, VEEV TC-83 Vero 1.0%, H37Rv inhibition 2%, influenza NS1A 5% and Salmonella PhoP GFP 14%.
CCOc1ccc(CN2CCN(Cc3[nH]c4ccc(OC)cc4c3C)CC2CCO)cc1 (configuration not stated) was read as tuberculosis growth 27%, VEEV TC-83 Vero 0.7%, H37Rv inhibition inconclusive, influenza NS1A 9% and Salmonella PhoP GFP 3%.
